Compound activity from PubChem.
MEKK3 PB1 HTS: modulators of MEKK3-MEK5 PB1 binding, primary screen, biochemical, wildtype MEKK3, multiplex bead flow cytometry, Alexa488-MEK5. bead-based flow cytometry, Alexa488-MEK5 binding to MEKK3; actives lie on both sides; 0 = blocked by unlabeled MEK5, 100 = vehicle. binding response (% of control), % at 10 µM. hit rate 1.4% among 290,000;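 active = binding response more than 3 SD above or below the average of its plate-row segment, actives on both sides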;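 also: Alexa488 bead fluorescence after subtracting the streptavidin-only scavenger bead signal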
Target sequence (Q99759 whole entry, looked up): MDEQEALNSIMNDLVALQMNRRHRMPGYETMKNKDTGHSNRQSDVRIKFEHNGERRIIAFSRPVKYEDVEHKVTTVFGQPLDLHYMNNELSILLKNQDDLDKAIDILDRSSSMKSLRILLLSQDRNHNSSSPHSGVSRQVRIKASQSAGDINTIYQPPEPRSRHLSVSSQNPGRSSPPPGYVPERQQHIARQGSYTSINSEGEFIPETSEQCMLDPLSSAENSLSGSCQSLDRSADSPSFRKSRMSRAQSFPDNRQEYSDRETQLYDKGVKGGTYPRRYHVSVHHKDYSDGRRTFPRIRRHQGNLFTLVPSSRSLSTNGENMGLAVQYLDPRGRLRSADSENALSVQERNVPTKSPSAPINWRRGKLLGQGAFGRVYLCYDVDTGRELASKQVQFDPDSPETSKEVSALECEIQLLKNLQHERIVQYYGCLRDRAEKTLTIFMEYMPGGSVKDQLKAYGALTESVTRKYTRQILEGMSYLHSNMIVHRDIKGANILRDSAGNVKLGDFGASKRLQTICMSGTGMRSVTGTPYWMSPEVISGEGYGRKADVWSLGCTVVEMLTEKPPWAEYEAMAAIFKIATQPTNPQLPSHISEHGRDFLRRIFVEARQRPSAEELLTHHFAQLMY
pCIP destab: p/CIP-EGFP fusion destabilizers, primary screen, fluorescence, F442A cells; Q05BA5; 16 h; decrease of EGFP signal, % at 10 µM; hit rate 0.01% among 290,000;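 active = EGFP signal decrease of at least 30% at 10 µM or well 3 SD below plate mean, unless failing retest; inactive = the rest, including hits failing retest or dose response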; also: some compounds called inactive have numbers as strong as hits; many of its hits are not listed in these tables
CRFBP-R2 agonist: agonists of CRF-BP/CRF-R2 complex, primary screen, cell-based, HEK293, calcium dye fluorescence, uHTS; activation, % at 13.2 µM; CRF-binding protein / CRF receptor 2 complex (human); hit rate 0.46% among 350,000; calcium dye fluorescence (FLIPR); percent of saturating CRF peptide response;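 active = activation of at least 50%, plus an integration ratio under a set limit after plate pattern correction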;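 also: plate controls were neutral control wells without compound for no effect and CRF at EC100 for full effect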
GalR3 antagonist: GalR3 antagonists in HEK293 cells, primary screen, cell-based, fluorescence readout | Galanin receptor type 3 (Homo sapiens), O60755 | HEK293 GalR3-CNG cAMP membrane potential fluorescence; galR3 body fused to GalR1 C-terminus | inhibition, % at 3 µM | hit rate 0.44% among 360,000;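 active = inhibition above the screen-wide average plus 3 SD, cut at about 13% in these data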;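 also: forskolin and galanin both at EC90 stimulate the cells; cAMP rise reported by CNG channel membrane potential dye signal; 0% = forskolin plus galanin with DMSO and 100% = forskolin alone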
Target sequence (O60755 1-299 limits assumed): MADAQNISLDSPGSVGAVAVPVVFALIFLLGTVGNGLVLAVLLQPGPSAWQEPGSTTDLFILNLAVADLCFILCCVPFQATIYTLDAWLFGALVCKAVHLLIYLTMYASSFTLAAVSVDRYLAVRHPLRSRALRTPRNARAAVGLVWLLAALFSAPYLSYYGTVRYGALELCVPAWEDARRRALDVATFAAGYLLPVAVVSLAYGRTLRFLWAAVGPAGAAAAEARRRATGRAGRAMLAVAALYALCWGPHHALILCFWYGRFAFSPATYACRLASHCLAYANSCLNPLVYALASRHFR
CHRM4 PAM: human M4 muscarinic receptor positive allosteric modulators, primary screen, CHO-K1 cells, Fluo-8 calcium fluorescence. Muscarinic acetylcholine receptor M4 (Homo sapiens), P08173. hit rate 0.4% among 360,000. activation, % at 3 µM. CHO-K1 hM4/Gqi5, ACh EC20; 0% = ACh EC20, 100% = maximal ACh;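 active = activation above its plate's cutoff, the mean activation of sample wells plus 3 SD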; also: some results filed as inactive read as strong as hits
CRFR2-BP antag: antagonists of CRF-BP/CRF-R2 complex, primary screen, cell-based, HEK293, calcium dye fluorescence, uHTS; hit rate 0.59% among 350,000; inhibition, % at 11.8 µM; CRF-induced calcium fluorescence; AID 588475, 2011;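 active = inhibition of the ligand-induced calcium signal above about 50% at the single tested concentration, limit read from the data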
IDE cell inh: human IDE inhibitors in live cells, primary screen, fluorescence polarization, HEK cells, FAbetaB substrate. FAbetaB cleavage. inhibition, % at 5.59 µM. hit rate 0.41% among 320,000. AID 434962, 2010;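 active = percent inhibition above the average of all tested compounds plus 3 SD, set per screening campaign, cut at about 16% in these data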;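 also: IDE supplied by intact live HEK cells; FP after avidin binding of uncleaved biotin substrate so inhibition keeps polarization high; 0% = DMSO wells and 100% = 60 µM reference IDE inhibitor Ii1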
PHOSPHO1 inh: PubChem AID 1565; Phosphoethanolamine/phosphocholine phosphatase (Homo sapiens), Q8TCT1; recombinant PHOSPHO1, absorbance phosphatase assay; inhibition, % at 13.3 µM; hit rate 1.1% among 290,000; in the data active = inhibition above about 60%
IDE cell activ: human IDE activators in live cells, primary screen, fluorescence polarization, HEK cells, FAbeta-B substrate; FAbeta-B cleavage; 0% vehicle, 100% cell-free pure enzyme wells; hit rate 0.073% among 340,000; activation, % at 5.96 µM; Insulin-degrading enzyme (Homo sapiens), P14735;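 active = activation above the mean of all tested compounds plus 3 SD, set per screening campaign, cut at about 17% in these data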
Active calls of the source: *; nt = no result given. No enrichment for hits. Share with any hit: about 4.2%.

SMILES	MEKK3 PB1 HTS	pCIP destab	CRFBP-R2 agonist	GalR3 antagonist	CHRM4 PAM	CRFR2-BP antag	IDE cell inh	PHOSPHO1 inh	IDE cell activ
CCOc1cc(/C=N/NC(=O)c2cccc(S(=O)(=O)N3CCOCC3)c2)ccc1OCC(=O)N(C)C	nt	nt	1.2	1	7	2	1	nt	2
O=C(O)Cn1c2c(c3ccccc31)CSc1ccc(Cl)cc1-2	102	3	0.3	-10	-1	-1	24*	2	-8
COC(=O)c1ccc2c(=O)n(CC3CCCO3)c(SCC(=O)NCCc3ccc(S(N)(=O)=O)cc3)nc2c1 (stereo unspecified)	105	14	0.8	-1	-3	-5	-7	-10	-3
CCOc1cccc(C(=O)NC(=S)Nc2ccc(N3CCCC3)cc2)c1	103	0	0.3	1	12	3	2	36	6
CC(C)C[C@@H](C(=O)NC1CCN(Cc2ccccc2)CC1)N1C(=O)N2CCc3c([nH]c4ccccc34)[C@@]2(C)C1=O	108	5	0.9	-4	-11	-10	1	-7	6
COc1ccc(N(Cc2ccccc2)N=O)cc1	110	-13	-3.0	0	-2	16	-6	-2	7
O=C(CCNC(=O)Cn1ccc2ccccc2c1=O)NCC1CCCC1c1ccccc1 (stereo unspecified)	106	-5	-2.8	-1	3	14	-3	40	4
O=C(NCCOCc1ccccc1)C(c1ccccc1)c1ccccc1	100	-7	-4.9	-3	-4	21	6	13	2
Cc1cccc(OCc2nnc(SCC(=O)OC3CCCCC3)o2)c1	99	-3	-0.9	-10	-3	2	-2	-12	5
Cc1c(C(=O)N2CC(C)OC(C)C2)[nH]c2ccc(Br)cc12 (stereo unspecified)	105	-2	-0.6	-4	-2	-12	nt	37	5
CCCCOCCCNC(=O)CCCOc1ccccc1	99	-5	-1.3	2	6	14	1	-9	0
COc1ccc(NC(=S)NC(NC(=O)c2cccc(Cl)c2)C(Cl)(Cl)Cl)c([N+](=O)[O-])c1 (stereo unspecified)	113	-7	0.8	-3	-5	-43	4	6	1
C#CCOCCOCCOCCNc1nc(N2CCN(C(=O)Cn3cc(CCO)nn3)CC2)nc(N2CCN(C(=O)Cn3cc(CCCCN)nn3)CC2)n1	nt	nt	-4.5	-6	2	24	nt	nt	4
CC1(O)C(c2ccccc2)=Nc2ccccc21 (stereo unspecified)	nt	nt	0.5	-8	8	2	nt	nt	nt
CCOC(=O)CN1N=C(/C=C/c2ccccc2)CCC1=O	97	nt	1.2	-3	15	25	2	nt	1
Cc1ccc(C(=O)N2CCCC2)cc1Br	102	-14	-0.9	-1	2	0	3	0	-2
O=C(CCC1N=C2c3ccccc3N=C(SCc3ccccc3Cl)N2C1=O)NCc1ccco1 (stereo unspecified)	102	-8	0.6	-4	-8	-9	21*	42	0
CC12CCC(=O)N1C(C(=O)NNC(=O)c1cccc(Cl)c1)CS2 (stereo unspecified)	nt	nt	-2.0	-5	2	2	-4	nt	4
COc1ccc(-c2c(C)n([O-])c3c([n+]2=O)CCCC3)c(OC)c1	98	2	-0.1	0	14	1	-3	23	5
C/C(=N\NS(=O)(=O)c1ccc(Cl)c([N+](=O)[O-])c1)c1ccc(C)o1	103	-9	0.7	1	7	-10	1	26	1
C[C@H](CO)N1C[C@H](C)[C@H](CN(C)Cc2ccccc2)Oc2c(NC(=O)Nc3ccc(F)cc3)cccc2C1=O	nt	nt	1.0	-1	-4	-14	7	nt	3
CCC(=O)NNc1ncnc2ccccc12	96	-4	2.6	-2	-3	-1	2	-14	5
COc1ccc(-n2c(=O)[nH]cc(C(=O)Nc3ccc(NC(C)=O)cc3)c2=O)cc1	98	-11	0.9	-2	5	-8	-4	13	-8
C=CCNC(=O)c1c(N)n(-c2cccc(S(N)(=O)=O)c2)c2nc3ccccc3nc12	98	-14	-2.8	-1	20	8	2	-8	4
COc1ccc(C(=O)NC(=S)Nc2ccccc2N2CCN(S(C)(=O)=O)CC2)cc1OC	100	-10	-0.6	-1	-16	-16	-2	37	0
CCc1nnc(NS(=O)(=O)c2ccc(NC(=O)c3ccccc3OC)cc2)s1	101	0	1.4	-8	2	10	-6	22	5
CCCNC(=O)c1nn2cc(Br)cnc2c1Cl	100	-5	-0.2	0	9	-9	1	38	-3
Cc1c(NC(=O)c2c(N)sc3c2CCCC3)c(=O)n(-c2ccccc2)n1C	nt	15	-0.1	-6	4	1	2	24	-2
Cc1cccc(Nc2nnc(SCC(=O)Nc3cccc(S(=O)(=O)N4CCCCC4)c3)s2)c1	101	-9	-0.1	-2	-6	-5	-1	-24	0
Cc1ccc(S(=O)(=O)N(C)C)cc1NC(=O)C(C)OC(=O)C1CCCCC1 (stereo unspecified)	nt	nt	0.7	0	1	-8	-3	nt	4

Full records as entered above. Values in the order: MEKK3 PB1 HTS | pCIP destab | CRFBP-R2 agonist | GalR3 antagonist | CHRM4 PAM | CRFR2-BP antag | IDE cell inh | PHOSPHO1 inh | IDE cell activ
Cc1cccc(Nc2nnc(SCC(=O)Nc3cccc(S(=O)(=O)N4CCCCC4)c3)s2)c1 is listed as 101 | -9 | -0.1 | -2 | -6 | -5 | -1 | -24 | 0
CCCNC(=O)c1nn2cc(Br)cnc2c1Cl is listed as 100 | -5 | -0.2 | 0 | 9 | -9 | 1 | 38 | -3
Cc1ccc(S(=O)(=O)N(C)C)cc1NC(=O)C(C)OC(=O)C1CCCCC1 (stereo unspecified) is listed as nt | nt | 0.7 | 0 | 1 | -8 | -3 | nt | 4

Following part
SMILES	MEKK3 PB1 HTS	pCIP destab	CRFBP-R2 agonist	GalR3 antagonist	CHRM4 PAM	CRFR2-BP antag	IDE cell inh	PHOSPHO1 inh	IDE cell activ
Cn1ccnc1SCC(=O)Nc1cccc(S(=O)(=O)N2CCCCCC2)c1	107	-1	-1.3	-5	-4	13	1	8	7
CCn1c(CC(=O)Nc2ccc(F)cc2)nnc1SCC(=O)Nc1nnc(C)s1	101	-8	3.5	-9	7	-3	3	35	-1
CCC(C)NC(=O)c1cc(Cl)c(NC(=O)C2=C(C)OCCS2)cc1OC (stereo unspecified)	101	-7	-2.1	-10	3	13	-2	38	3
N/C(Cc1ccc(Cl)cc1)=N\OC(=O)Cc1ccc([N+](=O)[O-])cc1	99	-8	-0.7	-1	-16	-1	8	-1	-2
CCOC(=O)c1c(-c2ccc(C)o2)csc1NC(=O)CN1CCOCC1	105	0	-4.0	-4	2	21	4	22	-2
Cc1ccc(C)c(S(=O)(=O)Nc2ccc(C(=O)N3CCC3)cc2)c1	nt	nt	-0.3	-9	-4	5	-1	nt	1
Cn1c(CCN2CCCC2)nc2cc(NS(=O)(=O)c3ccccc3)ccc21	104	15	4.8	-10	-11	42	5	51	5
O=C(CC1Nc2ccccc2NC1=O)c1ccccc1 (stereo unspecified)	100	-74	nt	nt	nt	nt	10	5	nt
Cc1cccc(C)c1NC(=O)CSc1nc2c([nH]1)c(=O)n(C)c(=O)n2C	100	-17	-0.3	-7	1	-10	1	6	3
CCN1C(=O)/C(=C2\SC(=S)N(NC(=O)c3ccccc3O)C2=O)c2ccccc21	106	-25	-7.0	1	-1	19	-1	4	0
Cc1ccc(NC(=O)CCc2nc3sc4c(c3c(=O)[nH]2)CCCC4)nc1	nt	nt	2.9	nt	3	13	2	nt	2
COc1ccc(SC[C@H](Cc2ccccc2)N2CC[C@@H](NC(=O)OCc3ccccc3)CCC2=O)cc1	nt	nt	1.6	-10	-10	8	2	nt	10
COc1cccc2cc(C(N)=O)/c(=N\NC(=O)c3ccccc3)oc12	108	-13	-2.1	-13	0	41	0	44	4
COC(=O)c1ccc(NC(=O)CSc2nnc(C)n2-c2ccccc2)cc1	108	-101	-1.1	-4	6	-10	0	2	-3
COc1ccc(N2CCN(CC(=O)Nc3ccccc3C(=O)NCc3ccccc3)CC2)cc1	nt	nt	-1.0	-7	-5	-2	0	nt	0
O=C(COC(=O)c1cc(=O)[nH]c2ccccc12)NCCc1ccccc1	nt	nt	-1.6	2	0	21	-1	nt	4
COc1cc(/C=C/C(=O)CC(=O)/C=C/c2ccc(O)c(OC)c2)ccc1O	75	-21	214*	nt	-17	-188	31*	-11	-63
COc1cccc(N=C(N)N=C(N)N)c1	105	0	-1.9	-6	13	0	-2	19	5
CC(C)n1c(SCC(=O)NCc2ccco2)nc2c1c(=O)n(C)c(=O)n2C	103	0	-0.8	-4	0	-1	2	-16	7
N#C[C@H]1C2OC2c2ccccc2N1C(=O)c1ccccc1 (stereo partly specified)	95	nt	-0.7	1	4	-18	6	nt	0
N#C/C(=N/Nc1ccc(OC(F)(F)F)cc1)C(N)=S	98	0	41	-5	-16	36	7	20	5
COc1ccc(CN2CCOCC2)c(C)c1C	83	-17	0.8	-5	12	-5	9	22	6
COc1nc(NCCN2CCOCC2)nc(Nc2ccccc2)n1	98	2	-0.8	4	3	21	1	-40	5
Cc1nn(C(=O)CCCC(=O)NCc2ccccc2)c2ccccc12	99	5	-1.7	-7	1	-8	2	32	1
COc1ccc(NC(=O)CN2C(=O)COc3ccc(S(=O)(=O)N4CCOCC4)cc32)cc1	101	0	-0.6	-5	1	-7	5	7	3
O=C1C2CCCCC2C(=O)N1c1nccs1 (stereo unspecified)	104	11	-0.7	-3	2	7	nt	29	5
Cc1nonc1CN(C)C(=O)CC1C(=O)NCCN1Cc1cccc(C(F)(F)F)c1 (stereo unspecified)	103	-8	2.1	-7	1	-11	-2	12	4
CCC(C)NC(=O)CN1C(=O)NC2NC(=O)NC21 (stereo unspecified)	109	-6	3.5	-2	-9	7	-5	24	3
Cc1ccc(C(=O)COc2ccccc2N2C(=O)c3ccccc3C2=O)cc1	113	2	-2.1	-6	1	13	3	-6	7
CCCC(=O)Oc1ccc(N(C(=O)CCC)S(=O)(=O)c2cccc([N+](=O)[O-])c2)cc1	102	4	-1.1	-8	0	19	-4	-9	5
COc1cccc(COc2ccccc2C2Nc3ccc(Br)cc3C(=O)N2NC(=O)c2ccncc2)c1 (stereo unspecified)	nt	2	-0.9	-3	12	-19	6	1	4
CC1(C)OC(=O)C(=NNc2ccc(Cl)cc2)C(=O)O1	103	-20	3.0	-3	-8	-5	0	19	0
COc1ccc(N2C(=O)CC(Sc3n[nH]c(-c4ccccc4)n3)C2=O)cc1 (stereo unspecified)	71	5	0.2	-6	-11	17	-1	24	-1
COc1ccc(C(=O)Nc2c3c(nn2-c2cccc(Cl)c2)CS(=O)C3)cc1 (stereo unspecified)	100	-2	-1.0	-3	3	5	-5	14	2
COc1ccccc1CNC(=O)COC(=O)Cc1ccc(F)cc1	nt	nt	-1.7	-3	3	0	-3	nt	5
NC1=NS(=O)(=O)NC1c1ccc(Cl)cc1 (stereo unspecified)	103	-14	-0.6	-3	15	11	2	6	5
O=C(COC(=O)[C@H](Cc1ccccc1)NS(=O)(=O)c1ccccc1F)NC1CCCCC1	106	-1	-0.9	-3	-5	15	2	-5	-2
CC(=O)c1cc(CN2CCN(C(C)C)C(CCO)C2)cs1 (stereo unspecified)	94	-6	-3.3	-6	-2	23	2	23	6
O=C(O)c1ccccc1S(=O)(=O)NCC(O)COc1ccc(Br)cc1 (stereo unspecified)	98	-9	6.8	-4	4	-24	-4	-18	-2
